# UPR CHOP act – activators of apoptotic CHOP UPR arm, primary screen, cell-based, CHO-CHOP luciferase reporter, luminescence, uHTS; UPR activation; percent of tunicamycin response over DMSO baseline; activation, % at 10 µM; 0.34% of 330,000 active; AID 449763, 2010;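 active = at 10 µM dose, activation of 40% or more, normalized to positive control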;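 also: 100% = tunicamycin at 10 µg/mL and 0% = DMSO alone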
#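 Dosing – one dose, 10 µM in 0.5% DMSO · System – CHO-CHOP cells, stable luciferase reporter of PERK-eIF2a-CHOP signalling · Input – 500 cells/well · Control set – tunicamycin 10 µg/mL final as positive, DMSO-only wells as negative · Timing – 6 h compound treatment, 37 °C · Measure – % activation vs tunicamycin · Technique – luminescence read with Steady-Glo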
# Mdm2 MdmX PPI – inhibitors of human Mdm2-MdmX association, primary screen, cell-based, luminescence, split luciferase, SaOS-2, uHTS. SaOS-2 split-luciferase Mdm2/MdmX complementation. 3% of 330,000 active. AID 485346, 2010. Protein Mdm4 (Homo sapiens) + E3 ubiquitin-protein ligase Mdm2 (Homo sapiens), …. inhibition, % at 8 µM;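 active = inhibition of at least 50% at 8 µM in the primary screen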
# Target sequence (O15151 whole entry, looked up): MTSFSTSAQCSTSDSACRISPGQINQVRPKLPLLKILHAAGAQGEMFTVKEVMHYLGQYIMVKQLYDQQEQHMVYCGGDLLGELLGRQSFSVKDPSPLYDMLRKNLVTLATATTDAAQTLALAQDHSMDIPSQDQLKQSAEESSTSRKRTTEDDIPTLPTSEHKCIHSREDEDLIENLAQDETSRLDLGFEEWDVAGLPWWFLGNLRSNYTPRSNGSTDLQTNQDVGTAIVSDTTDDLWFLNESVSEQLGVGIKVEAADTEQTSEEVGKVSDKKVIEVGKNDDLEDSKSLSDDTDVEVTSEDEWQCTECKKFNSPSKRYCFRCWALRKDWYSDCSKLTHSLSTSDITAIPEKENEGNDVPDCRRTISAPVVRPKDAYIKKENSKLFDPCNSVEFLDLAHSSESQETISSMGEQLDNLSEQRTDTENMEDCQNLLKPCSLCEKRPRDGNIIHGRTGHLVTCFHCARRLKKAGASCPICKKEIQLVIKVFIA
# Target sequence (Q00987 whole entry, looked up): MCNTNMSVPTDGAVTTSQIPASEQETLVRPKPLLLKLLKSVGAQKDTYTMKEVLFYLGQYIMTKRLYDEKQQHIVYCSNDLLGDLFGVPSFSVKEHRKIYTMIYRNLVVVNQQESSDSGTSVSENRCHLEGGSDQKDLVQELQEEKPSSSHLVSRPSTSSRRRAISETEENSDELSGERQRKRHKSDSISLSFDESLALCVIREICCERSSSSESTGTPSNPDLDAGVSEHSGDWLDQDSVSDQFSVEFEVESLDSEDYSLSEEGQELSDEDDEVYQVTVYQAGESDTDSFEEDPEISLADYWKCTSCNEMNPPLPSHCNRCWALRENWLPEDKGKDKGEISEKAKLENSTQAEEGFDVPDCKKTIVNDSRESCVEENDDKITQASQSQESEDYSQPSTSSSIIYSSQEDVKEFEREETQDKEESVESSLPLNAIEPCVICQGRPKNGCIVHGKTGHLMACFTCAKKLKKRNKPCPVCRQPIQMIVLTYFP
# tim23-1 inh – growth inhibitors of tim23-1 mutant yeast, primary screen, luminescence, uHTS | 1.3% of 330,000 active | S. cerevisiae tim23-1 growth, BacTiter-Glo luminescence, 24 h | inhibition, % at 20 µM;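 active = growth inhibition of the mutant yeast at or above 50%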;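 also: temperature-sensitive mutant grown at 25 °C; plate controls were DMSO-treated mutant yeast for no effect and medium wells lacking yeast for full effect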
# UPR XBP1 act – activators of adaptive XBP1 UPR arm, primary screen, cell-based, CHO-XBP1 luciferase reporter, luminescence, uHTS; 0.33% of 330,000 active; IRE1-XBP1 UPR activation; percent of tunicamycin response, DMSO as zero; activation, % at 20 µM;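 active = versus positive control, 20 µM dose yields 30% or more activation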;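 also: 100% = tunicamycin at 10 µg/mL and 0% = DMSO only wells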
#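 Signal: luciferase luminescence; Assay system: CHO-XBP1 luciferase reporter cells; Amount: one thousand reporter cells per well; Dosing: 20 µM single concentration, DMSO 1%; Benchmarks: high control tunicamycin 10 µg/mL final, low control DMSO vehicle only; Schedule: 6 h compound exposure at 37 °C, 5% CO2; Evaluation: percent activation relative to tunicamycin reference.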
# Jurkat NFkB inh – inhibitors of induced NF-kB luciferase reporter, primary screen, TCR NF-kB activation inhibitor project, cell-based, luminescence, uHTS; inhibition, % at 4 µM; 0.53% of 330,000 active; AID 435003, 2010; Jurkat, PMA/ionomycin-induced NF-kB luciferase reporter; in the data active = inhibition above about 50%
# tim10-1 inh – growth inhibitors of tim10-1 mutant yeast, primary screen, luminescence, uHTS | S. cerevisiae tim10-1 ts strain growth, BacTiter-Glo, 24 h | inhibition, % at 20 µM | 2.2% of 330,000 active;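 active = inhibition of at least 40%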;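 also: mutant grown at 25 °C; 0% = DMSO wells with yeast and 100% = wells holding no yeast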
# 697 NFkB inh – inhibitors of PMA/ionomycin-induced NF-kB reporter, 697 cells, primary screen, B-cell NF-kB inhibitor project, cell-based, luminescence, uHTS | 697 B-cell NF-kB luciferase reporter, 16 h | inhibition, % at 4 µM | 0.33% of 330,000 active | AID 435022, 2010; in the data active = inhibition above about 35%
# TIM10 inh – growth inhibitors of isogenic TIM10 control yeast, primary screen, counter-screen for tim10-1 yeast inhibitor project, luminescence, uHTS; S. cerevisiae TIM10 strain growth, BacTiter-Glo luminescence, 24 h; 1.4% of 330,000 active; inhibition, % at 10 µM; AID 463195, 2010;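 active = inhibition of 40% or more at the single tested concentration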;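 also: wild-type TIM10 isogenic control strain grown at permissive 25 °C; 0% = DMSO yeast wells and 100% = minimal medium wells without yeast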
# The depositor's hits bear a star; / = not tested or not shown. Rows were taken by chance, and some 6.6% of all compounds hit somewhere here.
no.	Structure	UPR CHOP act	Mdm2 MdmX PPI	tim23-1 inh	UPR XBP1 act
1	O=C(CSCc1cccc(Cl)c1)N1CCN(Cc2ccc3c(c2)OCO3)CC1	-0.9	-10	33	0
2	CCOC(=O)c1csc(N)c1-c1ccc([N+](=O)[O-])cc1	0.2	17	0	1
3	COc1ccc(CCN2C(=O)CC(NCc3ccc4c(c3)OCO4)C2=O)cc1OC (stereo not drawn)	-2.8	-19	-1	-4
4	CCCCC(CC)C(=O)Nc1ccc(C)c(O)c1 (stereo not drawn)	-1.5	-30	7	-2
5	O=C(COC(=O)C12CC3CC(CC(Br)(C3)C1)C2)Nc1c(F)cccc1F	-2.1	2	42	2
6	CC(C)C[C@H](NC(=O)C1CC(=O)N(c2ccc(F)cc2)C1)C(=O)N1CCCCC1 (stereo partly drawn)	0.2	14	9	-2
7	CC(=O)c1cc(-c2ccc(F)cc2)n(CC(=O)NCc2cccs2)c1C	-0.4	21	-5	-1
8	CCC(C(=O)Nc1sc(C(N)=O)c(C)c1C(=O)OC)c1ccccc1 (stereo not drawn)	-0.2	5	21	0
9	Nc1ccc(C2(c3ccc(N)cc3)C(=O)Nc3ccccc32)cc1	0.9	11	26	-4
10	CC(=O)c1c(C)[nH]c(C(=O)NC2=NCCS2)c1C	2.1	19	22	1
11	COc1ccc(S(=O)(=O)N2CCCC2C(=O)Nc2ccc(C)cc2)cc1 (stereo not drawn)	-2.6	26	25	-1
12	O=C(OCc1nnc(-c2ccccc2)o1)c1cn(-c2ccccc2)nc1-c1ccccc1	0.5	9	15	0

no.	Jurkat NFkB inh	tim10-1 inh	697 NFkB inh	TIM10 inh
1	-9	7	-7	25
2	4	8	-16	3
3	-10	15	-2	-10
4	13	-5	2	5
5	11	29	0	27
6	5	2	3	5
7	-2	-20	8	0
8	1	13	9	10
9	-15	24	-32	13
10	-35	9	-33	8
11	-8	21	5	6
12	-21	13	5	5

# Three consecutive entries already listed, for reference:
no.	Structure	UPR CHOP act	Mdm2 MdmX PPI	tim23-1 inh	UPR XBP1 act
6	CC(C)C[C@H](NC(=O)C1CC(=O)N(c2ccc(F)cc2)C1)C(=O)N1CCCCC1 (stereo partly drawn)	0.2	14	9	-2
7	CC(=O)c1cc(-c2ccc(F)cc2)n(CC(=O)NCc2cccs2)c1C	-0.4	21	-5	-1
8	CCC(C(=O)Nc1sc(C(N)=O)c(C)c1C(=O)OC)c1ccccc1 (stereo not drawn)	-0.2	5	21	0

no.	Jurkat NFkB inh	tim10-1 inh	697 NFkB inh	TIM10 inh
6	5	2	3	5
7	-2	-20	8	0
8	1	13	9	10

# (further entries)
no.	Structure	UPR CHOP act	Mdm2 MdmX PPI	tim23-1 inh	UPR XBP1 act
13	Cc1ccc(C)c(NC(=O)C(CC(=O)O)Cc2ccccc2)c1 (stereo not drawn)	2.8	16	16	-2
14	CC1CCN(S(=O)(=O)c2cccc(C(=O)N(Cc3ccccc3)c3ccccn3)c2)CC1	-1.5	7	30	3
15	O=C(CCS(=O)(=O)c1ccc(Cl)cc1)N1CCN(c2ccc(F)cc2)CC1	-0.7	24	4	-3
16	CC1(C)CC(=O)C=C(/C=C/c2ccccc2)C1	3.4	-44	34	1
17	Cc1ccccc1COC(=O)c1cc([N+](=O)[O-])ccc1N1CCOCC1	-1.0	33	24	-2
18	Cc1onc(-c2ccccc2)c1C(=O)n1cc(Br)cn1	2.9	-20	10	-1
19	COc1ccc(OC)c(S(=O)(=O)NC(C)c2cnn(-c3ccccn3)c2C)c1 (stereo not drawn)	-0.6	11	10	3
20	Cc1ccc(S(=O)(=O)n2ccc3c(OCCOCCNCc4ccc(F)cc4)cccc32)cc1	6.8	54*	30	-3
21	O=C(c1ccc(S(=O)(=O)N2CCCCC2)cc1)N1CCN(c2ccccc2F)CC1	2.4	1	24	-1
22	COc1ccccc1NC(=O)Cc1nnc(SCC(=O)c2ccc(F)cc2)n1C	0.9	-14	4	4
23	COc1ccc(N2C(=O)CC(NNC(=O)c3ccco3)C2=O)cc1 (stereo not drawn)	0.6	-1	3	-1
24	CCCCn1c(SCC(=O)N2CC(C)CC(C)C2)nc2cc(S(N)(=O)=O)ccc21 (stereo not drawn)	0.5	-5	-3	-2

no.	Jurkat NFkB inh	tim10-1 inh	697 NFkB inh	TIM10 inh
13	-19	5	-22	1
14	10	22	2	20
15	-7	-13	23	-7
16	-13	16	-13	4
17	35	3	1	-14
18	-1	10	13	11
19	-6	20	21	-2
20	14	18	-26	33
21	-9	1	-18	-1
22	2	-5	-9	12
23	-11	8	3	-2
24	-3	10	-8	-3

# New compounds follow.
no.	Structure	UPR CHOP act	Mdm2 MdmX PPI	tim23-1 inh	UPR XBP1 act
25	COc1cc2c(cc1NC(=O)c1ccc(C)c([N+](=O)[O-])c1)oc1ccccc12	3.0	21	-5	4
26	Cn1cnc2cc(NC(=O)c3cccs3)ccc21	0.1	-25	11	1
27	O=C(COc1ccc(S(=O)(=O)N2CCCC2)cc1)NCc1ccccn1	-1.0	-14	7	-5
28	COc1cccc(-c2nc(CS(=O)(=O)CC(=O)Nc3cccc(C)c3C)c(C)o2)c1	1.2	8	15	2
29	O=C(CNC(=O)c1ccco1)N/N=C/c1ccc(O)cc1O	-0.4	-3	7	-2
30	COc1cccc2cc(C(=O)Nc3cc(Cl)ccc3N3CCOCC3)c(=O)oc12	1.4	-29	-26	-6
31	Cn1cccc1C(=O)NC(=O)COC(=O)c1cc([N+](=O)[O-])ccc1Cl	0.2	-18	-23	-3
32	COc1ccc(C(=O)NC(C)c2nc3ccccc3n2C)cc1OC (stereo not drawn)	-1.4	-1	7	-3
33	CC(C)CCN1CCN(Cc2cccn2-c2ccc(Cl)cn2)CC1CCO (stereo not drawn)	-0.8	-12	17	2
34	NS(=O)(=O)c1ccc(N2N=C(c3ccccc3)CC2c2ccccc2Br)cc1 (stereo not drawn)	2.5	52*	43	3
35	Cc1ccc2c(C)c(C(=O)N(C)C(C)c3ccon3)oc2c1C (stereo not drawn)	3.3	-79	35	5
36	COc1cccc(-c2nc(=S)c3c(n2Cc2ccco2)CCCC3)c1	0.3	26	17	-3

no.	Jurkat NFkB inh	tim10-1 inh	697 NFkB inh	TIM10 inh
25	-37	-7	-28	14
26	-54	18	-18	29
27	5	-12	-28	10
28	13	15	0	3
29	11	4	-21	0
30	-23	-11	-45	10
31	9	-21	7	-39
32	-3	0	-9	-16
33	1	11	-16	-12
34	/	34	4	1
35	-63	8	-98	1
36	9	42*	25	20

# (listing goes on)
no.	Structure	UPR CHOP act	Mdm2 MdmX PPI	tim23-1 inh	UPR XBP1 act
37	O=C(COC(=O)/C=C/c1ccco1)NCc1ccccc1Cl	-1.1	-5	4	-3
38	COc1ccccc1OCCOCCOc1c(C)cc(C)cc1Br	-0.4	-12	9	-3
39	Cn1cc(C(=O)Nc2ccc(F)c(F)c2)cn1	1.5	21	13	3
40	CS(=O)(=O)c1ccccc1C(=O)NCCC(c1ccccc1)c1ccccc1	2.2	3	15	-2
41	O=C(NCCS(=O)(=O)N1CCN(c2ccccc2F)CC1)C1CC(=O)N(c2ccccc2)C1 (stereo not drawn)	2.1	1	9	-9
42	COC(=O)c1ccc(S(=O)(=O)N(C2CCCCC2)C2CCCCC2)n1C	-0.6	5	27	-2
43	COc1ccc(C2CC(=O)c3cnc(NC(=O)c4cccc(OC)c4)nc3C2)cc1 (stereo not drawn)	-0.2	7	19	0
44	COc1ccc(CCNC(=O)COc2ncnc3ccccc23)cc1OC	-0.3	-17	8	-1
45	COc1nnc(-c2ccc(C)cc2)c2ccccc12	1.3	23	49	-1
46	Fc1c(F)c(C(F)(F)F)c(F)c(F)c1N1CCN(c2ccc3nnc(C(F)(F)F)n3n2)CC1	1.7	27	18	-1
47	CC[C@@H](C)CN1C(=O)N[C@@H](c2ccccc2)C(C(C)=O)=C1C	-0.6	-16	2	2
48	CC(=O)N1c2ccc(S(=O)(=O)N3CCC(C(=O)NCc4ccccc4Cl)CC3)cc2CC1C (stereo not drawn)	0.3	-2	-3	-5

no.	Jurkat NFkB inh	tim10-1 inh	697 NFkB inh	TIM10 inh
37	3	5	11	13
38	-16	4	-16	2
39	-6	5	-6	-6
40	-4	6	-11	21
41	7	-11	9	-4
42	-7	36	13	8
43	-8	25	7	18
44	3	-3	2	5
45	0	0	-5	-14
46	7	14	10	2
47	1	-10	-1	0
48	9	12	6	4

# (next part)
no.	Structure	UPR CHOP act	Mdm2 MdmX PPI	tim23-1 inh	UPR XBP1 act
49	CNC(=O)c1c[nH]c2ccc(S(=O)(=O)Nc3cccc(SC)c3)cc2c1=O	-1.3	9	5	-5
50	CN(C)CCNC(=O)c1cc2c(=O)n(C)c3ccccc3c2n1C	-1.1	20	-4	2
51	O=C(Cc1ccc([N+](=O)[O-])cc1)NNC(=O)c1cccs1	0.6	-12	-6	10
52	COc1ccc(C2(c3ccc(OC)cc3)NC(=O)N(CC(=O)N3CCOCC3)C2=O)cc1	2.7	12	19	1
53	Cn1c(N)c(C(=O)COC(=O)c2cc(C3CC3)nc3ccccc23)c(=O)n(Cc2ccccc2)c1=O	0.2	18	0	0
54	O=C(O)c1cc(-c2ccccc2)nn1CC1CC(c2cccc([N+](=O)[O-])c2)=NO1 (stereo not drawn)	-0.2	17	8	-3
55	CN(C)/C=C(/C(=O)c1ccccc1)n1cncn1	-1.2	7	7	1
56	COC(=O)c1noc(C)c1-c1ccnn1C(=O)c1ccc(C)cc1	-0.2	-26	28	6
57	COc1ccc(OC(C)c2ccc(C#N)c(=O)[nH]2)cc1 (stereo not drawn)	-0.1	11	14	1
58	Nn1c(SCc2ccccc2)nnc1C1CCCCC1	5.9	8	0	3
59	Cc1cc(C)cc(C(=O)NCC(=O)OCC(=O)c2c(N)n(C)c(=O)n(C)c2=O)c1	-1.4	3	8	-1

no.	Jurkat NFkB inh	tim10-1 inh	697 NFkB inh	TIM10 inh
49	-9	-8	16	5
50	-31	-13	7	0
51	-2	-8	-3	3
52	3	-4	12	8
53	0	-45	-6	-4
54	8	-26	24	-3
55	2	0	25	12
56	-8	-13	-16	-2
57	-1	10	-12	7
58	-24	-1	-21	-6
59	-3	2	27	1

# 4 records drawn at random from those above:
no.	Structure	UPR CHOP act	Mdm2 MdmX PPI	tim23-1 inh	UPR XBP1 act
42	COC(=O)c1ccc(S(=O)(=O)N(C2CCCCC2)C2CCCCC2)n1C	-0.6	5	27	-2
46	Fc1c(F)c(C(F)(F)F)c(F)c(F)c1N1CCN(c2ccc3nnc(C(F)(F)F)n3n2)CC1	1.7	27	18	-1
35	Cc1ccc2c(C)c(C(=O)N(C)C(C)c3ccon3)oc2c1C (stereo not drawn)	3.3	-79	35	5
19	COc1ccc(OC)c(S(=O)(=O)NC(C)c2cnn(-c3ccccn3)c2C)c1 (stereo not drawn)	-0.6	11	10	3

no.	Jurkat NFkB inh	tim10-1 inh	697 NFkB inh	TIM10 inh
42	-7	36	13	8
46	7	14	10	2
35	-63	8	-98	1
19	-6	20	21	-2

# Compound activity: PubChem BioAssay, Sanford-Burnham Center for Chemical Genomics
